# Screening data from PubChem BioAssay.
# tim10-1 inh = growth inhibitors of tim10-1 mutant yeast | S. cerevisiae tim10-1 ts strain growth, BacTiter-Glo, 24 h | inhibition, % at 20 µM | 2.2% of 330,000 active | AID 463190;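 active = inhibition of at least 40%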;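 note: mutant grown at 25 °C; 0% = DMSO wells with yeast and 100% = wells holding no yeast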
# UPR XBP1 act = activators of adaptive arm of unfolded protein response (XBP1); CHO-XBP1 luciferase reporter, IRE1-XBP1 UPR activation, luminescence; percent of tunicamycin response, DMSO as zero; activation, % at 20 µM; 0.33% of 330,000 active; AID 463104;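 active = versus positive control, 20 µM dose yields 30% or more activation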;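 note: 100% = tunicamycin at 10 µg/mL and 0% = DMSO only wells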
#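 Material: CHO-XBP1 cells stably carrying IRE1-XBP1-driven luciferase reporter | Medium: F12 with 10% serum | Compound dosing: 20 µM single concentration, DMSO 1% | Incubation: Overnight seeding at 37 °C, 6 h compound treatment at 37 °C | Detection: Steady-Glo luminescence read | Read-out basis: % activation of reporter signal versus tunicamycin and DMSO controls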
# NR3A LBD binder = modulators (binders) of human NR3A ligand-binding domain. NR3A LBD differential scanning fluorimetry, Tm shift; 0% = protein alone, 100% = glycine-bound protein. Tm shift relative to glycine control, % at 25 µM. 2.5% of 340,000 active. AID 1259313;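 active = melting temperature shift of at least 10% of the positive control shift, at one fixed dose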
# NLRP3 yeast inh = blocks the NALP3 inflammasome reconstituted in yeast | 0.39% of 330,000 active | Yeast reconstituted NLRP3/ASC/caspase-1, beta-gal luminescence, 24 h | inhibition, % at 10 µM | AID 2825;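 active = inhibition of 50% or more; inactive = inhibition below 50%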;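 note: plate controls were induced DMSO wells for no effect and uninduced yeast grown without galactose for full effect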
# tim23-1 inh = inhibits growth of tim23-1 mutant yeast | S. cerevisiae tim23-1 growth, BacTiter-Glo luminescence, 24 h | inhibition, % at 20 µM | 1.3% of 330,000 active;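 active = growth inhibition of the mutant yeast at or above 50%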;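 note: temperature-sensitive mutant grown at 25 °C; plate controls were DMSO-treated mutant yeast for no effect and medium wells lacking yeast for full effect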
# APJ agonist = APJ receptor agonism | P35414 | CHO-K1 APJ PathHunter beta-arrestin, luminescence; 0% DMSO wells, 100% apelin | activation, % at 20 µM | 0.11% of 330,000 active;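 active = activation more than six SD over the plate average, tested at 20 µM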;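 note: 0% = DMSO alone and 100% = apelin-13 at 10 nM; some results filed as inactive read as strong as hits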
# Target sequence (P35414 whole entry, looked up): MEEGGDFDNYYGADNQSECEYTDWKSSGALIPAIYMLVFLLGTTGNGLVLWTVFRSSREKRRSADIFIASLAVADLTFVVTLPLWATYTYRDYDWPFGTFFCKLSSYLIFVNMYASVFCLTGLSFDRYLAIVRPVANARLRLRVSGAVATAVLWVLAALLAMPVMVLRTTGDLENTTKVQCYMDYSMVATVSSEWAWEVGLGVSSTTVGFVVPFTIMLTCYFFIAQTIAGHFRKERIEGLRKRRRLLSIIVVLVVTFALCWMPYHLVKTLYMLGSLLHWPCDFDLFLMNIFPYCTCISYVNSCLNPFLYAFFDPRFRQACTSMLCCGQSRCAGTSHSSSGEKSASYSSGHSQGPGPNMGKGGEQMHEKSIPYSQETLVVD
#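 Assay system: engineered CHO-K1 APJ arrestin reporter cells; Amount: 1000 CHO-K1 reporter cells seeded per well; Dosing: one dose, 20 µM compound, 1% DMSO; Times: compound stimulation 90 min at 25 °C, detection 60 min; Measured by: luminescent beta-gal fragment complementation, chemiluminescent substrate; Read-out: APJ–arrestin association signal; Controls: DMSO vs Apelin-13 10 nM.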
# UPR CHOP act = activators of apoptotic arm of unfolded protein response (CHOP) | CHO-CHOP luciferase reporter, UPR activation, luminescence; percent of tunicamycin response over DMSO baseline | 0.34% of 330,000 active | activation, % at 10 µM | AID 449763;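 active = at 10 µM dose, activation of 40% or more, normalized to positive control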;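 note: 100% = tunicamycin at 10 µg/mL and 0% = DMSO alone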
#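 Test system: CHO CHOP reporter cells. Input: 500 CHO-CHOP cells per well. Medium: F12 with 10% FBS. Technique: luciferase luminescence. Measure: percent activation relative to tunicamycin control. Dosing: 10 µM compound, 0.5% DMSO. Timing: 16-18 h cell attachment, then 6 h compound exposure, 37 °C.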
# TIM10 inh = TIM10 yeast growth inhibition; S. cerevisiae TIM10 strain growth, BacTiter-Glo luminescence, 24 h; inhibition, % at 10 µM; 1.4% of 330,000 active;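 active = inhibition of 40% or more at the single tested concentration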;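 note: wild-type TIM10 isogenic control strain grown at permissive 25 °C; 0% = DMSO yeast wells and 100% = minimal medium wells without yeast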
# Mdm2 MdmX PPI = inhibitors of human Mdm2/MdmX interaction; O15151+Q00987; 3% of 330,000 active; SaOS-2 split-luciferase Mdm2/MdmX complementation, luminescence; inhibition, % at 8 µM;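 active = inhibition of at least 50% at 8 µM in the primary screen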
# Active calls of the source: *; ! = not active in a repeat.
SMILES,tim10-1 inh,UPR XBP1 act,NR3A LBD binder,NLRP3 yeast inh,tim23-1 inh,APJ agonist,UPR CHOP act,TIM10 inh,Mdm2 MdmX PPI
Cc1cc(F)ccc1S(=O)(=O)Nc1ccc(C(=O)N(C)Cc2ccco2)cc1,16.0,-1.5,-2.9,6.6,16.0,-2.1,-0.6,6.6,-10.3
Fc1ccc(-c2cnc[nH]2)cc1,-8.3,3.2,-1.7,6.2,-11.3,-1.9,1.7,-10.6,12.5
O=[N+]([O-])c1ccc(Sc2n[nH]c(-c3ccccc3)n2)nc1,21.7,0.5,7.0,18.2,23.8,3.9,2.2,44.9*,18.9
CCN(CC)c1ccc(/C=N/N2CC(=O)NC2=S)cc1,6.1,3.0,-0.2,15.3,4.1,-2.1,2.3,4.2,-14.7
COC(=O)c1ccc(NC(=O)CNc2ccccc2)cc1,13.9,0.1,41.9*,34.4,19.7,-5.0,6.2,-10.5,-20.4
Oc1ccc(N=Nc2ccccc2C(F)(F)F)c2cccnc12,19.0,-0.9,-1.1,23.1,7.2,-11.2,7.0,7.4,83.3*
COc1cc(NC(=O)c2cc3c(CO)cnc(C)c3oc2=Nc2cccc(C(N)=O)c2)cc(OC)c1,-22.0,-5.4,-3.3,3.4,-19.8,-4.8,0.6,-18.5,29.6
CCc1ccc(OCCn2cccn2)cc1,11.1,2.6,-1.1,17.6,6.1,-3.2,1.6,1.5,12.9
C=CCOc1ccc(/C=C/C(=O)OCC(=O)N(C)C2CCS(=O)(=O)C2)cc1 (stereo not drawn),11.6,-4.4,4.0,10.2,8.9,-3.2,0.6,9.5,9.1
COc1ccccc1C(CNC(=O)c1cccc(S(=O)(=O)Nc2ccc(C)cc2)c1)N1CCCC1 (stereo not drawn),-25.3,0.8,-0.4,3.4,-45.3,-5.0,-0.8,-15.2,15.2
CC[C@H](C)C1NC(=O)[C@H](CC(=O)O)NC(=O)c2cc([N+](=O)[O-])cc(I)c2NCCC(C(N)=O)NC1=O (stereo partly drawn),7.5,0.3,-7.5,25.8,15.9,-1.3,1.7,11.4,-19.0
O=C(COC(=O)Cc1ccccc1)NCc1ccc2c(c1)OCO2,0.0,1.0,2.6,9.8,-2.7,-2.5,-1.8,-6.3,3.5
CCCN1CCN(C(=O)C2CCCN(c3ncnc4c3nc3n4CCCCC3)C2)CC1 (stereo not drawn),-4.3,-4.1,0.8,3.7,-10.6,7.9,0.4,-1.4,-27.9
O=C(O)Cn1cc(C(=O)C(F)(F)F)c2ccccc21,7.7,0.3,2.1,-2.4,2.7,-1.1,-1.0,-9.4,4.0
CSCCC1NC(=O)N(CC(=O)Nc2ccc(-c3ccccc3)cc2)C1=O (stereo not drawn),13.3,3.8,-2.4,10.8,6.5,-0.5,2.3,-7.1,-10.8
COc1ccc(C(=O)N2CCN(c3nnnn3-c3ccccc3)CC2)cc1OC,14.0,-1.8,8.5,3.6,16.2,-2.6,-2.4,7.6,-6.2
Cc1cc(N2CCN(C)CC2)nc2ccc(NC(=S)N3CCN(c4ccc(F)cc4)CC3)cc12,12.7,9.6,-0.5,23.0,10.5,-4.1,6.6,-1.6,94.2*
Cc1ccc(/C=C/C(=O)NCC2COc3ccccc3O2)o1 (stereo not drawn),22.2,-1.7,0.7,15.1,21.0,-2.1,0.2,6.6,22.9
CN(Cc1ccccc1NS(=O)(=O)c1ccc2ccccc2c1)C1CCCCC1,28.2,-1.9,-1.2,10.0,41.7,0.5,-0.8,5.3,3.0
Cc1ccc(NC(=O)C(=O)NCC2CCCN2S(=O)(=O)c2cccs2)c(C)c1 (stereo not drawn),14.8,-3.6,0.5,-8.6,15.4,-1.4,0.6,0.9,17.9
CCOc1ccc(OCCCC(=O)ON=C(N)c2ccccc2Cl)cc1,10.4,-1.4,1.6,25.9,13.0,8.4,0.9,14.5,35.9
Cn1c(N2CCOCC2)nc2c1c(=O)n(Cc1ccc(Cl)c(Cl)c1)c(=O)n2C,37.1,1.2,2.8,43.4,54.8*,-2.8,-3.5,15.2,6.4
O=C(Nc1ccc(N2CCOCC2)c(Cl)c1)c1ccc(Br)o1,22.1,3.0,5.0,27.8,29.5,5.1,7.3,8.3,-179.7
CCN(CC)CCNC(=O)c1ccc(Cl)c(S(=O)(=O)Nc2ccc(Cl)cc2)c1,-0.8,-2.0,21.5*!,18.0,8.6,-6.3,-0.6,-12.0,28.4
CC(=O)Nc1ccc(C2=NN(C)C(=NCc3ccccc3)SC2)cc1,3.3,-2.3,-28.6,12.0,29.5,-4.2,0.1,15.4,35.1
CC(C)OC(=O)c1cccc(C(=O)Oc2ccc(Br)cc2)n1,4.0,-2.3,-18.3,31.8,37.3,5.8,-0.5,22.5,10.2
O=C(O)CCCC(=O)Nc1c(F)c(F)c(F)c(F)c1F,1.4,-2.6,-1.7,2.0,5.7,-2.4,0.1,6.7,-15.0
Cc1nc2ccccn2c1C(=O)c1ccccc1,-0.3,-5.4,-0.4,13.7,5.6,-1.5,0.0,3.6,7.5
CCN(Cc1nc(-c2ccc(OC)c(OC)c2)no1)C(=O)c1ccc2c(c1)OCO2,1.4,1.8,2.8,20.8,-0.5,-3.1,-0.1,-24.3,-0.3
N#Cc1nc(-c2cccc3ccccc23)oc1N,-14.5,0.2,-0.6,14.1,24.2,-2.9,1.1,-1.0,23.0
Cc1ccc(NC2CCCN(C(=O)c3cccnc3)C2)cc1C (stereo not drawn),5.1,-4.0,2.9,12.5,14.2,-4.7,-2.2,-4.4,15.2
O=C(CN(Cc1ccc(F)cc1)C(=O)CCC(=O)Nc1nccs1)NCC1CCCO1 (stereo not drawn),-24.8,-4.4,-1.8,2.8,-3.6,0.3,-1.9,2.2,-37.2
CCOCc1cc(CN2CCC(CCC(=O)NC3CC3)CC2)ccc1OC,13.6,-1.1,0.5,1.3,11.2,-3.9,-0.2,-9.5,10.0
OC1CCN(C(=S)NCCc2ccccc2)CC1,0.7,-0.9,-1.3,9.9,8.6,3.6,1.9,-2.3,1.1
CCc1ccc(NC(=O)Cc2cn(C)c3ccccc23)cc1,24.9,-0.4,-20.0,31.4,33.7,-3.9,-0.5,5.2,14.6
O=C(COC(=O)CNC(=O)c1cc(Cl)cc([N+](=O)[O-])c1)NC(=O)NCc1ccco1,-9.9,3.7,1.9,22.8,-2.5,-1.6,-0.3,-3.4,-3.8
COc1ccc(C(=O)Nn2c(SCc3ccc([N+](=O)[O-])cc3)nc3ccccc3c2=O)cc1,20.9,-9.9,0.1,39.9,26.9,-3.9,-3.0,22.4,46.2
COc1ccc(-c2cc(C(=O)Nc3cc(OC)c(OC)c(OC)c3)no2)cc1OC,15.0,-4.8,1.3,5.1,15.3,6.2,-1.1,17.5,4.0
C/C(=N\OCC(=O)OCC(=O)N(Cc1ccccc1)C(C)(C)C)c1ccc2c(c1)OCO2,21.9,-1.5,-0.7,7.4,11.9,-4.9,-0.2,15.3,1.9
Cc1cc(C)cc(N(C(=O)C2CCCC2)C2C=CS(=O)(=O)C2)c1 (stereo not drawn),9.7,-1.9,-1.0,8.5,8.7,-1.8,0.2,7.3,10.3
O=C(O)COCC(=O)Nc1ccc(-n2nc(C(F)(F)F)cc2-c2cccs2)cc1,7.0,-2.4,7.2,-4.5,9.0,-1.6,1.6,9.9,24.2
C/C(=N\NC(=S)NCc1ccccc1)c1ccco1,17.0,-0.5,-3.5,-15.0,-17.5,-2.1,2.7,23.1,-3.6
CCN(CC)C(=O)CC(c1ccc(N(C)C)cc1)c1c(OC)cc(OC)c2c(-c3ccccc3)cc(=O)oc12 (stereo not drawn),18.5,8.4,-2.4,5.0,22.7,1.4,-0.1,11.0,-1.2
CCN(CC)Cc1c(O)ccc2c([N+](=O)[O-])c(C)n(-c3ccc(OC)cc3)c12,25.6,-3.4,-1.4,15.7,23.0,-2.1,-5.0,15.3,70.6*
O=C1c2ccccc2C(O)(c2ccccc2)N1CCc1ccccc1 (stereo not drawn),-16.6,-3.2,2.4,0.5,34.9,0.2,0.1,-18.2,5.1
CN(CC(=O)Nc1cccc(F)c1)C(=O)C1(c2ccccc2)CC1,4.9,-1.5,-3.0,3.2,10.9,-2.5,7.0,6.9,2.1
CCn1nnnc1SCC(=O)Nc1nc(C)c(C)s1,-2.0,2.6,1.6,16.1,-2.7,-0.7,2.8,-12.1,-33.0
CCN(CC)c1nc2c(c(=O)[nH]c(=O)n2C)n1Cc1ccccc1,15.3,2.9,0.5,12.2,10.1,2.2,0.0,4.7,18.3
Cc1ccc(OCCn2cc(C(=S)N3CCCC3)c3ccccc32)cc1C,26.8,0.9,-0.6,28.6,-6.6,-6.8,0.4,25.8,95.7*
CCCCCCOc1ccc(N2C(=O)CC(N3CCC(C(=O)OCC)CC3)C2=O)cc1 (stereo not drawn),17.7,-5.6,-2.5,11.8,13.5,4.7,-1.8,29.5,-27.2
COc1ccccc1C(=O)NCC(=O)OCC(=O)N1CC(C)OC(C)C1 (stereo not drawn),-8.2,-0.7,-0.1,24.7,-3.1,7.9,2.1,-1.1,10.4
CCN(CC)S(=O)(=O)c1cc(NC(=O)C2=COCCO2)ccc1Cl,-3.2,3.0,1.1,17.9,9.5,-5.0,-0.4,4.2,13.4
Cn1c(CNc2ccc(Br)cc2)nc2ccccc21,12.6,-1.0,-2.0,30.9,21.3,-2.3,4.1,23.4,-143.3

# Molecules listed so far that contain two or more sulfur atoms, in the order listed:
SMILES,tim10-1 inh,UPR XBP1 act,NR3A LBD binder,NLRP3 yeast inh,tim23-1 inh,APJ agonist,UPR CHOP act,TIM10 inh,Mdm2 MdmX PPI
Cc1ccc(NC(=O)C(=O)NCC2CCCN2S(=O)(=O)c2cccs2)c(C)c1 (stereo not drawn),14.8,-3.6,0.5,-8.6,15.4,-1.4,0.6,0.9,17.9
CCn1nnnc1SCC(=O)Nc1nc(C)c(C)s1,-2.0,2.6,1.6,16.1,-2.7,-0.7,2.8,-12.1,-33.0

# In another format: 2 of the compounds above.
Compound	tim10-1 inh	UPR XBP1 act	NR3A LBD binder	NLRP3 yeast inh	tim23-1 inh	APJ agonist	UPR CHOP act	TIM10 inh	Mdm2 MdmX PPI
CCn1nnnc1SCC(=O)Nc1nc(C)c(C)s1	-2.0	2.6	1.6	16.1	-2.7	-0.7	2.8	-12.1	-33.0
CCN(CC)c1nc2c(c(=O)[nH]c(=O)n2C)n1Cc1ccccc1	15.3	2.9	0.5	12.2	10.1	2.2	0.0	4.7	18.3

# Full records, looked up by structure:
# CCCCCCOc1ccc(N2C(=O)CC(N3CCC(C(=O)OCC)CC3)C2=O)cc1 (stereo not drawn) is listed with tim10-1 inh = 17.7; UPR XBP1 act = -5.6; NR3A LBD binder = -2.5; NLRP3 yeast inh = 11.8; tim23-1 inh = 13.5; APJ agonist = 4.7; UPR CHOP act = -1.8; TIM10 inh = 29.5; Mdm2 MdmX PPI = -27.2
# C/C(=N\NC(=S)NCc1ccccc1)c1ccco1 is listed with tim10-1 inh = 17.0; UPR XBP1 act = -0.5; NR3A LBD binder = -3.5; NLRP3 yeast inh = -15.0; tim23-1 inh = -17.5; APJ agonist = -2.1; UPR CHOP act = 2.7; TIM10 inh = 23.1; Mdm2 MdmX PPI = -3.6
